GSTO1 counter: inhibitors of recombinant GSTO1, primary screen, counter-screen for RBBP9 inhibitor project, biochemical, fluorescence polarization. inhibition, % at 5.96 µM. Glutathione S-transferase omega-1 (Homo sapiens), P78417. AID 1974, 2009. activity-based probe fluorescence polarization. 300,000 tested, 1.1% active;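 active = inhibition above the campaign mean inhibition plus 3 SD, cut at about 35% in these data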;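 note: 0% = GSTO1-1 with DMSO and 100% = wells lacking GSTO1-1 enzyme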
LYPLA2 inh: LYPLA2 inhibitors, primary screen, counter-screen for PME1 inhibitor project, biochemical, fluorescence polarization, FP-Rh probe ABPP; recombinant LYPLA2; inhibition, % at 5.9 µM; 320,000 tested, 0.38% active;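 active = inhibition above the screen-wide mean plus 3 SD, limit set per campaign, cut at about 26% in these data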;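 note: 0% = LYPLA2 with DMSO and 100% = wells lacking LYPLA2 enzyme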
PAFAH2 inh: PAFAH2 enzyme inhibitors, primary screen, biochemical, fluorescence polarization, human. Platelet-activating factor acetylhydrolase 2, cytoplasmic (Homo sapiens), Q99487. recombinant PAFAH2, FP-rhodamine activity probe. inhibition, % at 3.39 µM. 340,000 tested, 0.99% active. AID 492956, 2010;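 active = inhibition above the mean over all tested compounds plus 3 SD, cut at about 30% in these data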;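 note: inhibitors block probe labeling of enzyme so polarization drops; 0% = enzyme with DMSO and 100% = wells lacking PAFAH2 protein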
PREPL inhibitor: PREPL enzyme inhibitors, primary screen, biochemical, fluorescence polarization; inhibition, % at 5.96 µM; recombinant PREPL, fluorescence polarization activity-based probe; Prolyl endopeptidase-like (Homo sapiens), Q4J6C6; 320,000 tested, 0.68% active; in the data active = inhibition above about 43%;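 note: 0% = enzyme with DMSO and 100% = wells lacking enzyme; many of its hits are not listed in these tables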
PAFAH1B2 inh: PAFAH1B2 enzyme inhibitors, primary screen, biochemical, fluorescence polarization, human | AID 492953, 2010 | inhibition, % at 3.39 µM | Platelet-activating factor acetylhydrolase IB subunit alpha2 (Homo sapiens), P68402 | 340,000 tested, 1.2% active | recombinant PAFAH1B2, FP-rhodamine activity probe;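 active = inhibition above the mean of all tested compounds plus 3 SD, cut at about 24% in these data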;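 note: 0% = enzyme with DMSO and 100% = wells lacking PAFAH1B2; many of its hits are not listed in these tables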
Target sequence (P68402 whole entry, looked up): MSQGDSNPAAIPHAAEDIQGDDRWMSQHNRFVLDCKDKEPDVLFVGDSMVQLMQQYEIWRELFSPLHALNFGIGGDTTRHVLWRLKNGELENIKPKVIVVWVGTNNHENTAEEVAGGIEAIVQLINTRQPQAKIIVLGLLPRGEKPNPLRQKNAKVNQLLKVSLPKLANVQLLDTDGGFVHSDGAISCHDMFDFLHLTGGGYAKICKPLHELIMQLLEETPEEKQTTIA
PAD4 FP inh: human PAD4 inhibitors, primary screen, biochemical, fluorescence polarization, 1536-well format; recombinant PAD4, RCA probe fluorescence polarization; Protein-arginine deiminase type-4 (Homo sapiens), Q9UM07; 330,000 tested, 0.41% active; inhibition, % at 6.36 µM;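 active = percent inhibition above a cutoff equal to the mean of all tested compounds plus 3 SD, cut at about 15% in these data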;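 note: 0% = PAD4 with RCA probe and DMSO and 100% = probe without PAD4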
PAFAH1B3 FP inh: PAFAH1B3 enzyme inhibitors, primary screen, biochemical, fluorescence polarization, human; 340,000 tested, 0.28% active; Platelet-activating factor acetylhydrolase IB subunit alpha1 (Homo sapiens), Q15102; inhibition, % at 3.39 µM; recombinant PAFAH1B3, FP-rhodamine probe;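 active = inhibition above the screen-wide average of all tested compounds plus 3 SD, cut at about 25% in these data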;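 note: 0% = enzyme with DMSO only and 100% = wells lacking PAFAH1B3 protein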
Target sequence (Q15102 whole entry, looked up): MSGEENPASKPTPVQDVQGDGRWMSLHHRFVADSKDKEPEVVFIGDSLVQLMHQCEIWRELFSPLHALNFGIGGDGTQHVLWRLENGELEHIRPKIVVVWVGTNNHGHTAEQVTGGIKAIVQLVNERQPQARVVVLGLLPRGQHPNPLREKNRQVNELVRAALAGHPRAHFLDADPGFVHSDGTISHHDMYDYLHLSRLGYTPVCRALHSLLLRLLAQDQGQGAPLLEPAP
LYPLA1 counter: LYPLA1 inhibitors, primary screen, counter-screen for PME1 inhibitor project, biochemical, fluorescence polarization, FP-Rh probe ABPP; Acyl-protein thioesterase 1 (Homo sapiens), O75608; recombinant LYPLA1; inhibition, % at 5.9 µM; 320,000 tested, 0.16% active;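 active = inhibition above the mean of all tested compounds plus 3 SD, set per campaign, cut at about 14% in these data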;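 note: inhibitors block serine hydrolase probe labeling of LYPLA1 so polarization falls; 0% = enzyme with DMSO and 100% = wells lacking LYPLA1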
pPAFAH inh: pPAFAH enzyme inhibitors, primary screen, biochemical, fluorescence polarization, human. AID 463082, 2010. recombinant pPAFAH, FP-rhodamine probe fluorescence polarization. 330,000 tested, 1.5% active. inhibition, % at 3.39 µM;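 active = inhibition above the mean inhibition across the screen plus 3 SD, cut at about 25% in these data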;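 note: inhibitors block binding of the rhodamine activity-based probe so polarization drops; 0% = enzyme with DMSO and 100% = wells lacking pPAFAH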
Target sequence (Q13093 whole entry, looked up): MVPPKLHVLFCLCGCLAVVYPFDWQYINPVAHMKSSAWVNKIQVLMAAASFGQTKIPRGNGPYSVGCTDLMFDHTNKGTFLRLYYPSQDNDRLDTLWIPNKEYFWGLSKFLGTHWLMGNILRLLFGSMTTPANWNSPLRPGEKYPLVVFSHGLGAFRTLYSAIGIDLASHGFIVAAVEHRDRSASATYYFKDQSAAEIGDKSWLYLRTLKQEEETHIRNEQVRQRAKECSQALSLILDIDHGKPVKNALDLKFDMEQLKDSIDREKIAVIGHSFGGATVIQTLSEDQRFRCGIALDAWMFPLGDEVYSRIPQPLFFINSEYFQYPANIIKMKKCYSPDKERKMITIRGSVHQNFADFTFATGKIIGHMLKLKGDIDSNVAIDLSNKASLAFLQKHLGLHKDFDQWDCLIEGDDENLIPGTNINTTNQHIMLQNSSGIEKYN
An asterisk follows results filed as active. Only part of the results is shown. The share of hits here may be higher or lower than overall.

`CC(C)(C)n1nc2c(c1NC(=O)c1ccccc1F)CS(=O)C2` (stereo unspecified) gave GSTO1 counter 1.7, LYPLA2 inh 3.0, PAFAH2 inh 7.2, PREPL inhibitor 7.5, PAFAH1B2 inh -4.1, PAD4 FP inh 2.0, PAFAH1B3 FP inh -0.5, LYPLA1 counter 0.5 and pPAFAH inh -2.4.
Screening O=C(CNS(=O)(=O)c1ccccc1)NNC(=O)C(Cl)Cl returned GSTO1 counter 12.8, LYPLA2 inh -3.4, PAFAH2 inh 5.6, PREPL inhibitor 1.7, PAFAH1B2 inh 9.7, PAD4 FP inh -3.3, PAFAH1B3 FP inh 7.0, LYPLA1 counter 0.3 and pPAFAH inh 1.7.
For CC1(C)CC(=O)C=C(Nc2ccc(O)c(C(=O)O)c2)C1 the results were GSTO1 counter 22.8, LYPLA2 inh -2.9, PAFAH2 inh 1.0, PREPL inhibitor 0.7, PAFAH1B2 inh 6.5, PAD4 FP inh -9.7, PAFAH1B3 FP inh 4.1, LYPLA1 counter 1.2 and pPAFAH inh 7.4.
For COc1ccc(Cl)cc1NC(=O)CN1CCN(S(=O)(=O)N2CCOCC2)CC1 the results were GSTO1 counter 8.8, LYPLA2 inh -2.7, PAFAH2 inh 4.7, PREPL inhibitor -2.9, PAFAH1B2 inh 7.5, PAD4 FP inh 1.5, PAFAH1B3 FP inh 9.9, LYPLA1 counter -6.3 and pPAFAH inh 7.8.
Screening Cc1cc(C)n(CCNC(=O)C2CCC(=O)N(CC3CCCCC3)C2)n1 (stereo unspecified) returned GSTO1 counter -1.5, LYPLA2 inh 8.6, PAFAH2 inh 1.1, PREPL inhibitor -5.4, PAFAH1B2 inh -3.0, PAD4 FP inh -1.9, PAFAH1B3 FP inh 4.6, LYPLA1 counter -0.3 and pPAFAH inh 9.4.
For COc1ccc(C(=O)O)cc1S(=O)(=O)Nc1ccccc1C(=O)NCc1ccc2c(c1)OCO2 the results were LYPLA2 inh 8.6, PAFAH2 inh 1.6, PREPL inhibitor -2.2, PAFAH1B2 inh 1.6, PAD4 FP inh 1.9, PAFAH1B3 FP inh 3.3, LYPLA1 counter 3.4 and pPAFAH inh 3.6.
Screening COCC(C)NC(=O)CSc1nc2cc(S(=O)(=O)N3CCCCC3)ccc2o1 (stereo unspecified) returned LYPLA2 inh -1.7, PAFAH2 inh 5.7, PREPL inhibitor 3.5, PAFAH1B2 inh 8.0, PAD4 FP inh -1.5, PAFAH1B3 FP inh 0.1, LYPLA1 counter -1.2 and pPAFAH inh 2.2.
COc1ccccc1N1CCN(Cc2cc(=O)c(OCC(=O)NC3CCCC3)co2)CC1 was read as GSTO1 counter 7.8, LYPLA2 inh 7.1, PAFAH2 inh -0.5, PREPL inhibitor -0.3, PAFAH1B2 inh -0.2, PAD4 FP inh 1.7, PAFAH1B3 FP inh 2.6, LYPLA1 counter 3.3 and pPAFAH inh 6.7.
`O=C(O)CCCNC(=O)/C=C/c1ccco1` gave GSTO1 counter 9.5, LYPLA2 inh 4.9, PAFAH2 inh 1.3, PREPL inhibitor 5.2, PAFAH1B2 inh 4.2, PAD4 FP inh -1.4, PAFAH1B3 FP inh 3.5, LYPLA1 counter 3.4 and pPAFAH inh 4.6.
Screening CN1CCN(c2nnc(-c3ccccc3)c(-c3ccccc3)n2)CC1 returned GSTO1 counter -6.0, LYPLA2 inh -1.8, PREPL inhibitor -4.8, PAD4 FP inh 2.8, LYPLA1 counter 1.5 and pPAFAH inh 2.0.
Screening CC(NCc1ccc([N+](=O)[O-])cc1)C1COc2ccccc2O1 (stereo unspecified) returned GSTO1 counter 1.5, LYPLA2 inh 2.9, PAFAH2 inh -2.4, PREPL inhibitor 2.2, PAFAH1B2 inh 6.1, PAD4 FP inh 0.6, PAFAH1B3 FP inh 6.9, LYPLA1 counter -1.4 and pPAFAH inh 6.2.
CC(C)N1CCN(Cc2nc(-c3ccccc3)cs2)CC1CCO (stereo unspecified) was read as GSTO1 counter 4.8, LYPLA2 inh -2.5, PAFAH2 inh -6.4, PREPL inhibitor 10.7, PAFAH1B2 inh 0.7, PAD4 FP inh -1.9, PAFAH1B3 FP inh -0.2, LYPLA1 counter -3.1 and pPAFAH inh -0.9.
For CC(C)(C)c1ccc(C(=O)Nc2cnccn2)cc1 the results were GSTO1 counter -1.9, LYPLA2 inh 5.0, PAFAH2 inh 1.0, PREPL inhibitor -3.1, PAFAH1B2 inh 9.0, PAD4 FP inh 0.3, PAFAH1B3 FP inh 2.5, LYPLA1 counter 1.9 and pPAFAH inh 6.3.
Screening O=C(C1CCN(CC2CC=CCC2)CC1)N(CCc1ccccc1)Cc1ccccc1 (stereo unspecified) returned GSTO1 counter 1.3, LYPLA2 inh -4.8, PAFAH2 inh -1.6, PREPL inhibitor -25.4, PAFAH1B2 inh 2.5, PAD4 FP inh -4.1, PAFAH1B3 FP inh 3.1, LYPLA1 counter -1.4 and pPAFAH inh -5.5.
Nc1nnc(SCC(=O)NC2CCCCCC2)s1 was read as GSTO1 counter 2.5, LYPLA2 inh 0.6, PAFAH2 inh -2.6, PREPL inhibitor 7.6, PAFAH1B2 inh 9.8, PAD4 FP inh 4.0, PAFAH1B3 FP inh -0.3, LYPLA1 counter 2.8 and pPAFAH inh 1.1.
Screening NC(=O)C1CCN(CC(=O)Nc2ccc(S(=O)(=O)N3CCOCC3)cc2)CC1 returned GSTO1 counter 10.3, LYPLA2 inh -2.6, PAFAH2 inh 0.6, PREPL inhibitor 6.3, PAFAH1B2 inh 4.5, PAD4 FP inh 1.6, PAFAH1B3 FP inh -4.4, LYPLA1 counter -1.1 and pPAFAH inh 1.5.
`Cc1nn(C(=O)c2cccs2)c(C)c1CN1C(=O)c2ccccc2C1=O` gave GSTO1 counter -2.2, LYPLA2 inh 3.0, PAFAH2 inh -2.6, PREPL inhibitor 4.2, PAFAH1B2 inh 0.7, PAD4 FP inh -1.5, PAFAH1B3 FP inh 9.4, LYPLA1 counter 3.7 and pPAFAH inh 4.6.
Screening O=C(N/N=C/c1ccc(Br)o1)c1cccnc1 returned GSTO1 counter -2.0, LYPLA2 inh 6.5, PAFAH2 inh -1.7, PREPL inhibitor -3.2, PAFAH1B2 inh 2.7, PAD4 FP inh -3.5, PAFAH1B3 FP inh 5.1, LYPLA1 counter -2.4 and pPAFAH inh -2.7.
Screening Cc1ccccc1-c1nc2cc(Cl)ccc2o1 returned GSTO1 counter 5.0, LYPLA2 inh -0.6, PAFAH2 inh -6.4, PREPL inhibitor -7.2, PAFAH1B2 inh 0.0, PAD4 FP inh -3.6, PAFAH1B3 FP inh 5.9, LYPLA1 counter 0.1 and pPAFAH inh 4.8.
For Cc1ccc(C2=NN(C(=O)CCCC(=O)O)C(c3ccco3)C2)cc1 (stereo unspecified) the results were GSTO1 counter -1.2, LYPLA2 inh 0.3, PAFAH2 inh -0.8, PREPL inhibitor 6.9, PAFAH1B2 inh 4.2, PAD4 FP inh 2.5, PAFAH1B3 FP inh 5.6, LYPLA1 counter 2.0 and pPAFAH inh -0.8.
For CC(=O)Nc1ccc(N2C(=O)C3C4CC(=O)C(c5ccccc54)C3C2=O)cc1 (stereo unspecified) the results were GSTO1 counter 4.2, LYPLA2 inh -0.5, PAFAH2 inh 4.0, PREPL inhibitor 6.6, PAFAH1B2 inh 7.2, PAD4 FP inh -3.9, PAFAH1B3 FP inh 0.2, LYPLA1 counter 1.7 and pPAFAH inh -4.1.
Screening O=C(Nc1ccc2ccccc2n1)C1CCCCC1 returned GSTO1 counter -4.2, LYPLA2 inh -0.5, PREPL inhibitor -1.8, PAD4 FP inh 8.1, LYPLA1 counter -6.5 and pPAFAH inh -6.8.
COC(=O)c1ccc(CSc2nnc(NC(=O)c3cc4c(s3)CCCC4)s2)cc1 was read as GSTO1 counter -5.8, LYPLA2 inh -0.6, PAFAH2 inh -5.4, PREPL inhibitor -0.4, PAFAH1B2 inh 5.4, PAD4 FP inh -6.6, PAFAH1B3 FP inh 3.0, LYPLA1 counter -2.8 and pPAFAH inh -3.4.
Screening O=[N+]([O-])c1cc(C(F)(F)F)ccc1N/N=C/c1cc2ccccc2nc1Cl returned GSTO1 counter -3.9, LYPLA2 inh 8.0, PREPL inhibitor -5.8, PAD4 FP inh -2.8, LYPLA1 counter -1.4 and pPAFAH inh 9.4.
For CCOc1ccc(C2CC(c3ccccc3C)n3ncnc3N2)cc1 (stereo unspecified) the results were GSTO1 counter -3.5, LYPLA2 inh -7.4, PAFAH2 inh -0.6, PREPL inhibitor -14.6, PAFAH1B2 inh 6.3, PAD4 FP inh 6.0, PAFAH1B3 FP inh 0.5, LYPLA1 counter 1.8 and pPAFAH inh -3.2.
Screening CC1CCN(CCNC(=O)CN(C)S(=O)(=O)c2cccc3nsnc23)CC1 returned GSTO1 counter -2.0, LYPLA2 inh 3.0, PAFAH2 inh 6.8, PREPL inhibitor -3.0, PAFAH1B2 inh 3.2, PAD4 FP inh 0.9, PAFAH1B3 FP inh -4.5, LYPLA1 counter 0.4 and pPAFAH inh 2.0.
For CC1CC(C)CN(CCOCCSc2ccccc2)C1 (stereo unspecified) the results were GSTO1 counter 9.5, LYPLA2 inh -2.5, PAFAH2 inh -0.1, PREPL inhibitor 12.8, PAFAH1B2 inh -2.3, PAD4 FP inh -3.4, PAFAH1B3 FP inh 2.5, LYPLA1 counter -4.2 and pPAFAH inh 0.7.
`CC(C)C1=C2CCCCC2NC(=O)N1` (stereo unspecified) gave GSTO1 counter 4.0, LYPLA2 inh 7.9, PAFAH2 inh 1.8, PREPL inhibitor 7.1, PAFAH1B2 inh 7.8, PAD4 FP inh 3.4, PAFAH1B3 FP inh 4.5, LYPLA1 counter 1.8 and pPAFAH inh 7.9.
CCc1ccc(C(=O)N/N=C/c2cccc3ccccc23)nc1 was read as GSTO1 counter -1.3, LYPLA2 inh -5.0, PAFAH2 inh 16.3, PREPL inhibitor 3.3, PAFAH1B2 inh 2.4, PAD4 FP inh 0.2, PAFAH1B3 FP inh 3.0, LYPLA1 counter 1.2 and pPAFAH inh 9.9.

Molecules above that have fluorine:
`CC(C)(C)n1nc2c(c1NC(=O)c1ccccc1F)CS(=O)C2` (stereo unspecified) gave GSTO1 counter 1.7, LYPLA2 inh 3.0, PAFAH2 inh 7.2, PREPL inhibitor 7.5, PAFAH1B2 inh -4.1, PAD4 FP inh 2.0, PAFAH1B3 FP inh -0.5, LYPLA1 counter 0.5 and pPAFAH inh -2.4.
Screening O=[N+]([O-])c1cc(C(F)(F)F)ccc1N/N=C/c1cc2ccccc2nc1Cl returned GSTO1 counter -3.9, LYPLA2 inh 8.0, PREPL inhibitor -5.8, PAD4 FP inh -2.8, LYPLA1 counter -1.4 and pPAFAH inh 9.4.
